Screening results deposited in PubChem by several laboratories.
GalR3 antagonist = human GalR3 antagonism; HEK293 GalR3-CNG cAMP membrane potential fluorescence; galR3 body fused to GalR1 C-terminus; inhibition, % at 3 µM; 0.44% of 360,000 active; O60755;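 active = inhibition above the screen-wide average plus 3 SD, cut at about 13% in these data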;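 also: forskolin and galanin both at EC90 stimulate the cells; cAMP rise reported by CNG channel membrane potential dye signal; 0% = forskolin plus galanin with DMSO and 100% = forskolin alone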
MEKK3 PB1 HTS = raises or lowers MEK5 binding to the human MEKK3 PB1 domain | binding response (% of control), % at 10 µM | bead-based flow cytometry, Alexa488-MEK5 binding to MEKK3; actives lie on both sides; 0 = blocked by unlabeled MEK5, 100 = vehicle | Q99759 | AID 1529 | 1.4% of 290,000 active;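 active = binding response more than 3 SD above or below the average of its plate-row segment, actives on both sides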;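 also: Alexa488 bead fluorescence after subtracting the streptavidin-only scavenger bead signal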
Target sequence (Q99759 whole entry, looked up, the tested form may be a part): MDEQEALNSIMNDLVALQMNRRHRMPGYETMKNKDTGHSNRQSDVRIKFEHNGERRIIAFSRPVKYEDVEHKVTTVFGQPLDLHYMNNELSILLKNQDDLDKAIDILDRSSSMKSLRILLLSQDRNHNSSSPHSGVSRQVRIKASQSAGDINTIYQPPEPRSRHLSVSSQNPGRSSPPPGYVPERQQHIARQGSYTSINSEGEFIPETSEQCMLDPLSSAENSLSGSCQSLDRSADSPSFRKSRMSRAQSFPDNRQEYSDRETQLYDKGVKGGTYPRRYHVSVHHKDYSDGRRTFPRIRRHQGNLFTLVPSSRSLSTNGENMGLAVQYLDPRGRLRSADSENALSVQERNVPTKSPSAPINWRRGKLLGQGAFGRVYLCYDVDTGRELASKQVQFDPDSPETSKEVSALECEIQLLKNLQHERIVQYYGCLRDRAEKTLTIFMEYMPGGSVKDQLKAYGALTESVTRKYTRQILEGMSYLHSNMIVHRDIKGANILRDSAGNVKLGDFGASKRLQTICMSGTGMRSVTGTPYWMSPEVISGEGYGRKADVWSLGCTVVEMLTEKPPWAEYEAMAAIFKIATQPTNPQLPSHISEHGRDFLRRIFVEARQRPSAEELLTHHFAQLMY
OXTR ag = activates the human oxytocin receptor | P30559 | CHO-OTR cells, Fluo-8 calcium fluorescence; normalized: DMSO 0%, oxytocin 100% | activation, % at 3 µM | 0.32% of 320,000 active | AID 2435;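 active = activation above the mean of all tested compounds plus 3 SD, cutoff set per screening run, cut at about 20% in these data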;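 also: peak over basal fluorescence ratio from a 100 s FLIPR kinetic read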
MEKK2mut PB1 HTS = signal of MEK5 binding to mutant human MEKK2 PB1 domain. 0.35% of 290,000 active. AID 1530. percent response, % at 10 µM. bead flow cytometry, Alexa488-MEK5 binding to MEKK2 mutant; in the data active = percent response above about 24%, passing the limit was not always enough; also: inactives centre near 1; some results filed as inactive read as strong as hits; reference of the scale not given here
V1R ag counter = V1a receptor agonism, counter-screen for OXTR agonists | 0.25% of 320,000 active | AID 2797 | CHO-V1R cells, Fluo-8 calcium fluorescence, agonist mode; 0% DMSO, 100% 3 nM vasopressin | P37288 | activation, % at 3 µM;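 active = activation above the mean activation of all tested compounds plus 3 SD, per screening run, cut at about 20% in these data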;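 also: signal is peak over basal fluorescence ratio across a 100 second FLIPR read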
Target sequence (P37288 whole entry, looked up): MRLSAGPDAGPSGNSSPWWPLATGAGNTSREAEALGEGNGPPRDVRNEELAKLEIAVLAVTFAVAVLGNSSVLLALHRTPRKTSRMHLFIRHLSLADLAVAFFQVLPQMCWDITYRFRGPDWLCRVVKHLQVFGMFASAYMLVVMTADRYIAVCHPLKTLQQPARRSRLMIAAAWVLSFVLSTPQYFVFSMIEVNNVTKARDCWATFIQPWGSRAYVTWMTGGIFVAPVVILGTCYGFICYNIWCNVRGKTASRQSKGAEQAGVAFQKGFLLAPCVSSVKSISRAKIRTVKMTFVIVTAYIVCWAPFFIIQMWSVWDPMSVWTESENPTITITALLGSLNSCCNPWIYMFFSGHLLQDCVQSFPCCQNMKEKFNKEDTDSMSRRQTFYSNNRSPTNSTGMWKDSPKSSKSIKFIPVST
GPR7 antag = blocks human GPR7 receptor signaling; P48145; GPR7-expressing cells, fluorescence antagonist assay; inhibition, % at 4.4 µM; 1.1% of 290,000 active; AID 1861; in the data active = inhibition above about 16%, passing the limit was not always enough;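 also: cells stimulated with the agonist NPW; 0% = agonist with vehicle and 100% = vehicle without agonist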
NALP1 inh = NALP1 inhibition | S. cerevisiae NALP1/ASC/caspase-1 growth, X-gal OD620, 72 h | inhibition, % at 10 µM | 0.61% of 280,000 active; in the data active = inhibition mostly above about 24%, no sharp cut-off; inactive = mostly below about 32%; also: some compounds called inactive have numbers as strong as hits
MEKK2 WT-MEK5 = raises or lowers MEK5 binding to wildtype human MEKK2 PB1 domain; Q9Y2U5; AID 1531; binding response (% of control), % at 10 µM; 1.1% of 290,000 active; bead flow cytometry, Alexa488-MEK5 binding to MEKK2 WT; actives lie on both sides; in the data active = binding response below about 67% or above about 130%
PHOSPHO1 block = inhibitors of human PHOSPHO1 phosphatase; inhibition, % at 13.3 µM; 1.1% of 290,000 active; recombinant PHOSPHO1, absorbance phosphatase assay; AID 1565; in the data active = inhibition above about 60%
The depositor's hits bear a star; [ ] = remark or other dose.

Results for O=C(Nc1ccccc1C(=O)N1CCCCC1)C1CCCCC1 ?
GalR3 antagonist: 4; MEKK3 PB1 HTS: 87; OXTR ag: -0.3; MEKK2mut PB1 HTS: 0; V1R ag counter: -0.1; GPR7 antag: -5; NALP1 inh: -4; MEKK2 WT-MEK5: 94; PHOSPHO1 block: 3

How did CCOc1ccc(S(=O)(=O)N2CCCC(C(=O)NCc3ccccn3)C2)cc1C (configuration not stated) do in these assays?
GalR3 antagonist: -5; MEKK3 PB1 HTS: 100; OXTR ag: 0.5; MEKK2mut PB1 HTS: -2; V1R ag counter: 2.4; GPR7 antag: -10; NALP1 inh: 12; MEKK2 WT-MEK5: 94; PHOSPHO1 block: 26

How did O=c1c2ccccc2nnn1CSc1nnnn1-c1ccccc1 do in these assays?
GalR3 antagonist: -6; MEKK3 PB1 HTS: 101; OXTR ag: 3.2; MEKK2mut PB1 HTS: -2; V1R ag counter: 1.4; GPR7 antag: -2; NALP1 inh: 9; MEKK2 WT-MEK5: 99; PHOSPHO1 block: 8

Results for COc1ccc2[nH]c(=O)c(CN(C(=O)c3cccnc3)c3ccc(C)cc3C)cc2c1 ?
GalR3 antagonist: 0; MEKK3 PB1 HTS: 102; OXTR ag: 0.2; MEKK2mut PB1 HTS: 4; V1R ag counter: 0.6; GPR7 antag: -4; NALP1 inh: 0; MEKK2 WT-MEK5: -3.0*; PHOSPHO1 block: -27

Results for CC(C)OC(=O)CSc1nnc(-c2ccccn2)n1-c1ccccc1 ?
GalR3 antagonist: -6; MEKK3 PB1 HTS: 96; OXTR ag: -0.2; MEKK2mut PB1 HTS: 3; V1R ag counter: -0.9; GPR7 antag: -11; NALP1 inh: 10; MEKK2 WT-MEK5: 103; PHOSPHO1 block: 12

How did COc1ccc(OCC(=O)NNC(=O)C(=O)N2CCCC2)cc1 do in these assays?
GalR3 antagonist: 0; MEKK3 PB1 HTS: 121; OXTR ag: 0.5; MEKK2mut PB1 HTS: 3; V1R ag counter: -0.5; GPR7 antag: -8; NALP1 inh: -35; MEKK2 WT-MEK5: 108; PHOSPHO1 block: -4

Results for CNC(=O)C(=O)NCC(c1cccs1)S(=O)(=O)c1ccc(C)cc1 (configuration not stated) ?
GalR3 antagonist: 4; MEKK3 PB1 HTS: 100; OXTR ag: 0.3; MEKK2mut PB1 HTS: -9; V1R ag counter: 0.5; GPR7 antag: -7; NALP1 inh: 18; MEKK2 WT-MEK5: 95; PHOSPHO1 block: 36

How did COCCNc1nc2c(c(=O)n(C)c(=O)n2C)n1Cc1cccc(C)c1 do in these assays?
GalR3 antagonist: -4; MEKK3 PB1 HTS: 113; OXTR ag: 0.1; MEKK2mut PB1 HTS: 2; V1R ag counter: 0.4; GPR7 antag: 3; NALP1 inh: 1; MEKK2 WT-MEK5: 111; PHOSPHO1 block: -15

Results for O=[N+]([O-])c1cccc(-c2ccc(CN3CCCCC3)o2)c1 ?
GalR3 antagonist: -5; MEKK3 PB1 HTS: 99; OXTR ag: 0.0; MEKK2mut PB1 HTS: 4; V1R ag counter: 1.6; GPR7 antag: -3; NALP1 inh: 17; MEKK2 WT-MEK5: 103; PHOSPHO1 block: 15

How did Cc1ccc(N(C(=O)CNC(=O)c2ccco2)C(C(=O)NC2CCCC2)c2ccncc2)cc1F (configuration not stated) do in these assays?
GalR3 antagonist: -8; MEKK3 PB1 HTS: 102; OXTR ag: 0.5; MEKK2mut PB1 HTS: 6; V1R ag counter: -0.2; GPR7 antag: -2; NALP1 inh: 9; MEKK2 WT-MEK5: 103; PHOSPHO1 block: 12

What do the screens show for `CCCn1cnc2sc(CC)cc2c1=O`?
GalR3 antagonist: -9; MEKK3 PB1 HTS: 105; OXTR ag: 0.9; MEKK2mut PB1 HTS: 1; V1R ag counter: 0.3; GPR7 antag: -1; NALP1 inh: 20; MEKK2 WT-MEK5: 101; PHOSPHO1 block: 16

What do the screens show for `Cc1cc2nsnc2c(S(=O)(=O)NCC(=O)O)c1C`?
GalR3 antagonist: 4; MEKK3 PB1 HTS: 90; OXTR ag: 0.3; MEKK2mut PB1 HTS: -5; V1R ag counter: 1.2; GPR7 antag: 4; NALP1 inh: 14; MEKK2 WT-MEK5: 87; PHOSPHO1 block: -1

How did Cc1ccc(C)c(S(=O)(=O)NNC(=O)Nc2ccccc2Cl)c1 do in these assays?
GalR3 antagonist: -5; MEKK3 PB1 HTS: 101; OXTR ag: 0.2; MEKK2mut PB1 HTS: 2; V1R ag counter: -0.2; GPR7 antag: -10; NALP1 inh: 15; MEKK2 WT-MEK5: 105; PHOSPHO1 block: 12

Results for CC1Cc2ccccc2N1C(=S)NC(=O)c1ccc(Cl)cc1Cl (configuration not stated) ?
GalR3 antagonist: 2; MEKK3 PB1 HTS: 102; OXTR ag: -2.2; MEKK2mut PB1 HTS: 2; V1R ag counter: -0.9; GPR7 antag: -6; NALP1 inh: 12; MEKK2 WT-MEK5: 104; PHOSPHO1 block: -1

Results for COc1cc(O)c(C(C)=O)cc1OC ?
GalR3 antagonist: 3; MEKK3 PB1 HTS: 97; OXTR ag: 1.1; MEKK2mut PB1 HTS: 3; V1R ag counter: 0.3; GPR7 antag: -6; NALP1 inh: 20; MEKK2 WT-MEK5: 99; PHOSPHO1 block: 15

The last 2 records of the section before are carried over, then new ones follow.
Results for CC1Cc2ccccc2N1C(=S)NC(=O)c1ccc(Cl)cc1Cl (configuration not stated) ?
GalR3 antagonist: 2; MEKK3 PB1 HTS: 102; OXTR ag: -2.2; MEKK2mut PB1 HTS: 2; V1R ag counter: -0.9; GPR7 antag: -6; NALP1 inh: 12; MEKK2 WT-MEK5: 104; PHOSPHO1 block: -1

Results for COc1cc(O)c(C(C)=O)cc1OC ?
GalR3 antagonist: 3; MEKK3 PB1 HTS: 97; OXTR ag: 1.1; MEKK2mut PB1 HTS: 3; V1R ag counter: 0.3; GPR7 antag: -6; NALP1 inh: 20; MEKK2 WT-MEK5: 99; PHOSPHO1 block: 15

What do the screens show for `COc1cc(CC(=O)N/N=C/c2ccccc2)c([N+](=O)[O-])cc1OC`?
MEKK3 PB1 HTS: 134*; OXTR ag: 2.3; MEKK2mut PB1 HTS: 0; V1R ag counter: 1.6; GPR7 antag: -12; NALP1 inh: -18; MEKK2 WT-MEK5: 108; PHOSPHO1 block: 6

What do the screens show for `Cn1c(SCC(=O)N2CCCc3ccccc32)nnc1-c1c[nH]c2ccccc12`?
GalR3 antagonist: -5; MEKK3 PB1 HTS: 100; OXTR ag: -0.2; MEKK2mut PB1 HTS: 2; V1R ag counter: 1.1; GPR7 antag: -2; NALP1 inh: 10; MEKK2 WT-MEK5: 98; PHOSPHO1 block: 2

What do the screens show for `COc1cccc(C2=NOC(C(=O)NCCN3CCOCC3)C2)c1` (configuration not stated)?
GalR3 antagonist: -5; MEKK3 PB1 HTS: 95; OXTR ag: 0.1; MEKK2mut PB1 HTS: -4; V1R ag counter: 0.4; GPR7 antag: 3; NALP1 inh: 9; MEKK2 WT-MEK5: 99; PHOSPHO1 block: 10

Results for OCC1(Cc2cccc(Cl)c2)CCCN(Cc2ccc3cc(F)ccc3n2)C1 (configuration not stated) ?
GalR3 antagonist: 7; MEKK3 PB1 HTS: 102; OXTR ag: -0.1; MEKK2mut PB1 HTS: 4; V1R ag counter: -0.5; GPR7 antag: 3; NALP1 inh: 15; MEKK2 WT-MEK5: 107; PHOSPHO1 block: 49

Results for COc1ccc(CNC(=O)CN2C(=O)c3ccc([N+](=O)[O-])cc3C2=O)cc1 ?
GalR3 antagonist: -7; MEKK3 PB1 HTS: 99; OXTR ag: -0.3; MEKK2mut PB1 HTS: 3; V1R ag counter: 0.7; GPR7 antag: 2; NALP1 inh: 5; MEKK2 WT-MEK5: 99; PHOSPHO1 block: -51

How did CCCCc1nnc(SCCSc2nnc(CCCC)n2N)n1N do in these assays?
GalR3 antagonist: 0; MEKK3 PB1 HTS: 99; OXTR ag: 1.1; MEKK2mut PB1 HTS: 1; V1R ag counter: 1.2; GPR7 antag: -4; NALP1 inh: 19; MEKK2 WT-MEK5: 93; PHOSPHO1 block: 1

What do the screens show for `Cc1n[nH]c(C)c1Sc1ccccc1[N+](=O)[O-]`?
GalR3 antagonist: -2; MEKK3 PB1 HTS: 57*[inhibitor]; OXTR ag: -1.2; MEKK2mut PB1 HTS: -3; V1R ag counter: 0.2; GPR7 antag: -12; NALP1 inh: 5; MEKK2 WT-MEK5: 82; PHOSPHO1 block: 36

What do the screens show for `COC(=O)[C@@]1(Cc2ccc(OC)cc2)[C@H]2c3cc(C(=O)N4CCCC4)n(Cc4c(CO)[nH]cc(C)c4=O)c3C[C@H]2CN1C(=O)c1ccccc1`?
GalR3 antagonist: -2; MEKK3 PB1 HTS: 103; OXTR ag: 6.3; MEKK2mut PB1 HTS: -2; V1R ag counter: 5.1; MEKK2 WT-MEK5: 100

How did CN(Cc1ccccc1)C(=O)C1CCCN1S(=O)(=O)c1ccc2c(c1)n(C)c(=O)c(=O)n2C (configuration not stated) do in these assays?
GalR3 antagonist: 2; MEKK3 PB1 HTS: 101; OXTR ag: -0.5; MEKK2mut PB1 HTS: 3; V1R ag counter: -0.1; GPR7 antag: -5; NALP1 inh: 14; MEKK2 WT-MEK5: 100; PHOSPHO1 block: 15

Results for O=C(O)c1cc(N/N=C/c2cccc3ccccc23)ccc1Cl ?
GalR3 antagonist: -8; MEKK3 PB1 HTS: 101; OXTR ag: 0.2; MEKK2mut PB1 HTS: -2; V1R ag counter: -0.7; GPR7 antag: -3; NALP1 inh: -7; MEKK2 WT-MEK5: 99; PHOSPHO1 block: -6

Results for CCOC(=O)c1nnn2c1nc(N1CCOCC1)c1ccccc12 ?
GalR3 antagonist: 3; MEKK3 PB1 HTS: 95; OXTR ag: -0.5; MEKK2mut PB1 HTS: -4; V1R ag counter: -0.7; GPR7 antag: -13; NALP1 inh: 6; MEKK2 WT-MEK5: 97; PHOSPHO1 block: 20

What do the screens show for `CC(C)CC(=O)NC(NC(=S)Nc1ccccc1)C(Cl)(Cl)Cl` (configuration not stated)?
GalR3 antagonist: 2; MEKK3 PB1 HTS: 101; OXTR ag: 8.6; MEKK2mut PB1 HTS: -11; V1R ag counter: 3.7; GPR7 antag: 5; NALP1 inh: 5; MEKK2 WT-MEK5: 95; PHOSPHO1 block: 4

Results for COC(=O)CCC(=O)N1CCOCCOCCN(C(=O)CCC(=O)OC)CCOCCOCC1 ?
GalR3 antagonist: -2; MEKK3 PB1 HTS: 98; OXTR ag: 0.9; MEKK2mut PB1 HTS: 4; V1R ag counter: -0.1; GPR7 antag: -12; NALP1 inh: -70; MEKK2 WT-MEK5: 99; PHOSPHO1 block: 11

How did CCOc1ccc(C(=O)NN2CCOCC2)cc1 do in these assays?
GalR3 antagonist: -2; MEKK3 PB1 HTS: 97; OXTR ag: 0.4; MEKK2mut PB1 HTS: -5; V1R ag counter: -0.8; GPR7 antag: -8; NALP1 inh: 23; MEKK2 WT-MEK5: 102; PHOSPHO1 block: 53

How did CCOC(=O)C1=C(CC)OC(N)=C(C#N)C1c1ccc(OC)c(OC)c1OC (configuration not stated) do in these assays?
GalR3 antagonist: -2; MEKK3 PB1 HTS: 122; OXTR ag: -0.6; MEKK2mut PB1 HTS: 1; V1R ag counter: -0.6; GPR7 antag: -9; NALP1 inh: 14; MEKK2 WT-MEK5: 112; PHOSPHO1 block: -10

What do the screens show for `O=C(Nc1ccc(S(=O)(=O)N2CCOCC2)cc1)c1cc(-c2ccccc2O)n[nH]1`?
GalR3 antagonist: -3; MEKK3 PB1 HTS: 104; OXTR ag: 0.9; MEKK2mut PB1 HTS: 5; V1R ag counter: 1.5; GPR7 antag: -5; NALP1 inh: -10; MEKK2 WT-MEK5: 102; PHOSPHO1 block: 16
